Screening data as filed in PubChem.
12-LOX inh: blocks human arachidonate 12S-lipoxygenase; purified 12hLO, xylenol orange hydroperoxide absorbance; Potency, µM (titrated, usually from 108 µM), for the others: at the highest dose activity change, negative = inhibition, actives largely listed as inhibitors; P18054; 580,000 tested, 1.1% active
Target sequence (P18054 whole entry, looked up): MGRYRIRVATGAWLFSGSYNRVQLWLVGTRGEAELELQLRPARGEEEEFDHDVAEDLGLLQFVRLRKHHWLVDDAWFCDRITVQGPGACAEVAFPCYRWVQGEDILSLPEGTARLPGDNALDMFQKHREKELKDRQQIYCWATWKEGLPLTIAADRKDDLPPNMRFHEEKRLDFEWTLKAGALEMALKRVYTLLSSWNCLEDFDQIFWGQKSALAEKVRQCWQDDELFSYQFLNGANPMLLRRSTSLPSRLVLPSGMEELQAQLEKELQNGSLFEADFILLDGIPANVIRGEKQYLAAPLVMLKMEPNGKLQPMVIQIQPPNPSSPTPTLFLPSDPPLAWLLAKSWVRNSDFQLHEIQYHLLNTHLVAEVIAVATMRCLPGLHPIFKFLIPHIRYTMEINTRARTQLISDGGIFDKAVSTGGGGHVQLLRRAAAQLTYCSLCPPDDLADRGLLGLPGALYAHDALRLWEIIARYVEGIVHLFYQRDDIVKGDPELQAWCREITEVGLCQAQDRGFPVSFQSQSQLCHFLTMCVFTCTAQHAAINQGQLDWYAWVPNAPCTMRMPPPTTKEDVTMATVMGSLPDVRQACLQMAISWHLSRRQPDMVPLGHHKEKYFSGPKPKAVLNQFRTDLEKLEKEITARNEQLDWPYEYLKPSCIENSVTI
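Purified human 12hLO (150 nM final) in 25 mM Hepes, 0.01% Triton X-100, pH 7.0 was preincubated 15 min at room temperature with compound. Then 40 uM arachidonic acid was added, 30 min. Hydroperoxide was read by Fe-XO absorbance ratio 573/405 nm.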
Vif-A3G inh: blocks the Vif interaction with human APOBEC3G. Q9HC16. HeLa A3G-eYFP + Vif (tagged APOBEC3G with the HIV-1 protein that degrades it), YFP fluorescence, overnight. Potency, µM (top dose mostly 46.1 µM), without a hit: top-dose activity, negative = active, most hits filed as inhibitors. 410,000 tested, 0.076% active;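 also: nearly all actives have a fitted effect of over 60% in size; hits raise eYFP signal because A3G escapes Vif-driven loss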
Target sequence (Q9HC16 whole entry, looked up): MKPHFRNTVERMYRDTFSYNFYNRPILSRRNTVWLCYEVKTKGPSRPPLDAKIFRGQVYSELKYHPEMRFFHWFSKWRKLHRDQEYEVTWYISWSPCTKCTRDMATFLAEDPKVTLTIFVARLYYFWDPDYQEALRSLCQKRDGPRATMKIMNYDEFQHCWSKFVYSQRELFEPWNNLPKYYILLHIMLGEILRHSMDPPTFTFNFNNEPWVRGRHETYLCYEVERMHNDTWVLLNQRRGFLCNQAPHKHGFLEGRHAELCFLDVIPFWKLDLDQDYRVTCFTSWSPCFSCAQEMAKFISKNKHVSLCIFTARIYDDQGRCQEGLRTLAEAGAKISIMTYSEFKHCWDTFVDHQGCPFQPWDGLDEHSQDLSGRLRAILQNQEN
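HeLa cells stably expressing Vif and C-terminally eYFP-tagged A3G, seeded overnight at 37 deg C, then exposed to compound by pintool overnight at 37 deg C. Rise in yellow fluorescence (Ex 488/Em 500-530, Acumen) marks blocked Vif-driven A3G degradation.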
* hit, by the source's call; ? = inconclusive; & = joins results of further samples. Calls follow the shape of the dose curve; as a rule, active = well fitted curve in the direction sought with a large enough effect; inconclusive = small, poorly fitted or top-dose-only effect, or another doubt; inactive = no such curve, though single readings can be large; an effect the other way counts as inactive or inconclusive. % is scaled to controls: 0 for no effect and ±100 for the full control effect; potency is read from the fitted curve at half-maximal effect. The list is partial; rates above refer to the full screens.

SMILES	12-LOX inh	Vif-A3G inh
COCCNC(=O)C1(C)CCCN(Cc2c(C)nn(-c3ccccc3)c2C)C1 (configuration not stated)	-3.5%	5.0%
COc1ccc(Cl)cc1-c1cc(C(=O)Nc2ccc(C(C)(C)C)cc2)[nH]n1	-20.1%	-3.9%
O=C(Nc1cccc(C(F)(F)F)c1)Nc1nnc([C@@H]2C[C@H](O)[C@@H](CO)O2)s1	-3.7%	-2.3%
O=C(Nc1c(-c2ccccc2)[nH][nH]c1=O)c1ccco1	0.0%	2.0%
CCN(CC)C(=O)C1CCCN(Cc2cccc(Cl)c2)C1 (configuration not stated)	-10.1%	2.5%
COc1cc(F)ccc1-c1cc(C(=O)NCC2CCCCC2)[nH]n1	-1.9%	-6.2%
O=S1(=O)CC(N2CC=CC2)CN1Cc1ccccc1 (configuration not stated)	?	0.8%
Cc1ccc(NC(=O)C2(C)CCN2C(=O)c2ccccc2CCc2ccccc2)cc1C (configuration not stated)	6.8%	3.4%
NS(=O)(=O)c1ccc(CCNc2ccn3nc(-c4ccccc4)cc3n2)cc1	10.4%	-7.6%
CN(Cc1ccc2c(c1)CCCN2C)C(=O)[C@H]1O[C@@H](n2cnc3c(N)ncnc32)[C@H](O)[C@@H]1O	?	0.0%
CCc1nc2ccc(C(=O)NCCc3c[nH]c4ccccc34)cn2c1N(C)CCCc1ccccc1	-8.9%	-3.6%
CNC(=O)C1(C)CCN1C(=O)c1ccccc1CCc1ccccc1 (configuration not stated)	1.5%	-1.9%
Cc1ccc(C(NC(=O)C2CCN(CCOc3ccc(Cl)cc3)CC2)c2ccccn2)cc1 (configuration not stated)	?	-3.0%
COc1ccc(Cc2c(-c3ccc(OC)c(OC)c3)nc3c(C)cc(Br)cn23)c(C)c1	-41.4%	-2.0%
Fc1ccc(-c2nc3c(Cl)cc(C(F)(F)F)cn3c2Cc2ccccc2)cc1	2.1%	-3.1%
O=C(OCc1ccccc1)N1CCC2CC1c1ccc(-c3cccc(F)c3)cc12 (configuration not stated)	-7.0%	0.9%
NC(c1csc(NC(=O)Nc2cccc(Cl)c2)n1)c1ccccc1Cl (configuration not stated)	?	-7.5%
O=C(Nc1ccccc1Cl)c1cc(C2CCCCN2C(=O)c2cccs2)on1 (configuration not stated)	-0.8%	1.1%
Cc1ccc(S(=O)(=O)N(C)c2ccc3c(c2)C(=O)c2ccccc2-3)cc1	4.3%	-3.6%
CC(C)N(C)c1ncnc2c1ncn2[C@H]1CN(Cc2ccncc2)C[C@@H](CO)O1	-8.0%	-1.2%
CC(C)N1CCC1(C)C(=O)Nc1nc2ccccc2[nH]1 (configuration not stated)	-22.2%	0.7%
CC1(C(=O)NS(=O)(=O)Cc2ccccc2)CCN1C(=O)Cc1ccc(-c2ccccc2)cc1 (configuration not stated)	?	-3.3%
COc1ccccc1CNc1nc(NC(C)C)nc2cc(-c3ccccc3)sc12	?	-23.9%
O=C(c1[nH]c(C(F)(F)F)nc1-c1ccccc1)N1CCN(c2ncccn2)CC1	-2.2%	?
COc1ccc(-c2cc(NC(C)=O)c3ncc(-c4ccccc4)n3c2)cc1OC	?	-16.8%
Later entries.
SMILES	12-LOX inh	Vif-A3G inh
CC(N)c1csc(Nc2nccc(C(F)(F)F)n2)n1 (configuration not stated)	-5.9%	-0.3%
COc1cccc(-c2cnc3c(NC(C)=O)cc(-c4cccc(NC(C)=O)c4)cn23)c1	-19.4%	?
COc1cccc(OC)c1-c1cnc(NC(C)=O)cn1	1.6%	-0.4%
Nc1ncnc2c1ncn2[C@@H]1O[C@H](C(=O)N[C@H]2c3ccccc3C[C@H]2O)[C@@H](O)[C@H]1O	-37.3%	-0.7%
COc1cc(-c2cc(NC(C)=O)c3ncc(-c4ccc(C(C)=O)cc4)n3c2)cc(OC)c1OC	-15.4%	?
O=C(Nc1ccc2c(c1)OCO2)c1csc([C@@H]2O[C@H](CO)[C@H](O)[C@H](O)[C@H]2O)n1	-2.5%	-2.6%
CC(=O)Nc1cc(-c2ccc(CO)cc2)cn2c(-c3ccc(F)c(Cl)c3)cnc12	35.5µM*	?
Cc1ccc(S(=O)(=O)Nc2ccccc2NS(=O)(=O)c2ccc(C)cc2)cc1	7.94µM*	-9.2%
COc1ccc(NC(=O)c2cc(-c3cc(C)cc(F)c3)n[nH]2)cc1OC	-4.7%	-6.4%
FC(F)(F)c1ccc(Cl)c(Nc2nnc(-c3ccncc3)s2)c1	?	0.8%
O=S1(=O)CC(N2CCN(c3ccccn3)CC2)CN1C1CCCCC1 (configuration not stated)	2.6%	2.1%
O=C(CC[C@H]1O[C@@H](n2ccc(=O)[nH]c2=O)[C@H](O)[C@@H]1O)NC1CCN(Cc2ccccc2)C1 (some centres not stated)	6.2%	-0.4%
CCCc1ccc(C(O)c2ncc(-c3ccc(C)cc3)[nH]2)cc1 (configuration not stated)	-1.3%	-7.6%
Cc1cc2nc(-c3ccccc3)c(Cc3cccc(F)c3)n2c(C)c1Br	?	-6.4%
CN(C)c1ccc(CC(=O)N2CCCCC2c2cc(C(=O)Nc3cccc(C#N)c3)no2)cc1 (configuration not stated)	-19.8%	-3.2%
CSc1ccc(C(O)c2ncc(-c3cccc(OCc4ccccc4)c3)[nH]2)cc1 (configuration not stated)	-5.0%	-9.9%
CC(C)(C)NC(=O)C1(C)CCC(=O)N1CCCn1ccnc1 (configuration not stated)	-7.3%	-0.9%
COc1ccc(CNC(=O)C2(C)Cc3c(-c4ccc(N(C)C)cc4)ccnc3O2)cc1OC (configuration not stated)	-1.2%	-1.0%
COC(=O)N1CCCCC1c1cc(C(=O)Nc2ccccc2Cl)no1 (configuration not stated)	3.8%	-2.4%
CC(=O)NC(c1ccc(F)c(F)c1)c1nc(-c2cccs2)cs1 (configuration not stated)	?	-5.4%
CCOC1=C2[C@H](c3ccccc3)N(S(=O)(=O)c3ccc(C)cc3)C(C(C)(C)C)[C@H]2C(C#N)(C#N)C(C#N)(C#N)C1 (some centres not stated)	-26.5%	?
COc1ccc(OC)c(NC(=O)Nc2nnc(COCCO)s2)c1	-24.6%	-0.4%
COc1ccc(CCCNC(=O)C2(C)Cc3c(-c4cccc(C(N)=O)c4)ccnc3O2)cc1 (configuration not stated)	?	?
CSCCC(NS(=O)(=O)Cc1ccccc1)C(=O)NNc1ccccc1 (configuration not stated)	?	-10.5%
CN(C)c1ccc(CNC(=O)/C=C/[C@H]2O[C@@H](n3cnc4c(NC(=O)c5ccccc5)ncnc43)[C@H](O)[C@@H]2O)cc1	-0.9%	2.2%

Some values from the results shown.
Vif-A3G inh result of COc1cc(F)ccc1-c1cc(C(=O)NCC2CCCCC2)[nH]n1 stands at -6.2%
12-LOX inh result of CC(N)c1csc(Nc2nccc(C(F)(F)F)n2)n1 (configuration not stated) stands at -5.9%

Other compounds.
SMILES	12-LOX inh	Vif-A3G inh
COc1ccc(Cl)cc1-c1cc(C(=O)NCc2cccs2)[nH]n1	6.8%	-4.2%
c1ccc(COc2cccc(-c3cc4nc(NCc5ccc6c(c5)OCO6)ccn4n3)c2)cc1	-5.9%	-1.9%
Cc1cccc(CNC(=O)Nc2nnc([C@H]3C[C@H](O)[C@@H](CO)O3)s2)c1	-8.6%	-1.9%
CCCCN(C=O)c1c(CC)nc2c(OCCC)cccn12	?	0.8%
Cc1ccc(Cn2c(C)c(C(=O)NCC(C)C)sc2=O)cc1	-4.2%	-1.9%
CCOC(=O)C1(C)CCN1C(=O)c1ccccc1Br (configuration not stated)	-15.4%	-0.5%
CC(C)(C)OC(=O)N(CC1CCNCC1)C(=O)c1[nH]c(C(F)(F)F)nc1-c1ccccc1	4.3%	-2.2%
CC1(C(=O)O)CCN1C(=O)COc1ccc(Cl)cc1 (configuration not stated)	-8.3%	3.2%
COc1cc(-c2cnc3c(NC=O)cc(-c4ccc(C)cc4)cn23)cc(OC)c1OC	?	-50.5%
O=C(NCc1cccnc1)c1cc(C2CCCCN2C(=O)c2ccc(Cl)cc2)on1 (configuration not stated)	-1.4%	2.9%
CC(=O)Nc1cc(-c2ccccc2F)cn2c(-c3cccc(C(F)(F)F)c3)cnc12	?	0.4%
OC(c1ccc(Cl)c(F)c1)c1ncc(-c2ccc(F)cc2)[nH]1 (configuration not stated)	-12.2%	-18.9%
COc1cc(Cl)ccc1OC1(C)CCN(Cc2ccc(-c3ccccn3)cc2)C1 (configuration not stated)	?	-0.1%
COc1ccccc1CNc1nc(NCc2cccc(OC)c2OC)c2sccc2n1	?	-7.7%
COc1ccc(CNC(=O)CC[C@H]2O[C@@H](n3cc(C)c(=O)[nH]c3=O)C[C@@H]2O)cc1	?	0.8%
CCOC(=O)C1(C)CCCN(C(=O)c2ccccc2OC(F)(F)F)C1 (configuration not stated)	-21.8%	-3.3%
COCCNC(=O)C1(C)CCCN(Cc2cc(C)ccc2C)C1 (configuration not stated)	-4.4%	4.1%
CCOc1ccc(Cl)cc1-c1cc(C(=O)Nc2cc(OC)c(OC)c(OC)c2)[nH]n1	14.2%	-0.2%
CC1(C(=O)O)CCN1C(=O)c1cccnc1Oc1ccccc1 (configuration not stated)	3.7%	0.7%
O=C(NC1CC1)c1cccc(-c2cncc3nccn23)c1	-5.3%	-3.8%
COc1ccc(-c2csc(C(C)(O)c3cccnc3)n2)cc1 (configuration not stated)	?	-0.6%
CCN(CC)c1ncnc2c1ncn2[C@H]1CN(C2CCCC2)C[C@@H](CO)O1	-5.1%	-5.7%
COc1ccc(NC(=O)c2cccc3c(-c4cccnc4)coc23)cc1	-11.9%	-4.5%
Cc1ccccc1CNC(=O)c1csc([C@@H]2C[C@H](O)[C@@H](CO)O2)n1	9.8%	2.3%
Cc1ccc(S(=O)(=O)NC(=O)C2(C)CCN2C(=O)Cc2ccc(Cl)cc2Cl)cc1 (configuration not stated)	-18.7%	-17.0%

Looked up one by one from the list above, two records:
SMILES	12-LOX inh	Vif-A3G inh
CC1(C(=O)O)CCN1C(=O)c1cccnc1Oc1ccccc1 (configuration not stated)	3.7%	0.7%
CC(C)(C)OC(=O)N(CC1CCNCC1)C(=O)c1[nH]c(C(F)(F)F)nc1-c1ccccc1	4.3%	-2.2%

Further compounds
SMILES	12-LOX inh	Vif-A3G inh
COc1cccc(C(NC(C)=O)c2nc(-c3ccc(C)c(C)c3)cs2)c1 (configuration not stated)	?	-19.6%
CCCOc1ccc(F)cc1-c1cc(C(=O)NCc2ccccc2OC)[nH]n1	17.7%	2.6%
O=C(Nc1cccc(Cl)c1Cl)c1csc([C@@H]2O[C@H](CO)[C@H](O)[C@H](O)[C@H]2O)n1	3.1%	1.5%
COCC(=O)N1C[C@H]2CON(C)[C@H]2C[C@H]1c1ccc(N2CCCCC2)cc1	?	-0.2%
OC(c1ccccc1)c1nc(-c2cccc3cccnc23)cs1 (configuration not stated)	?	-2.9%
COc1ccc(-c2ccccc2)cc1NC(=O)C1(C)CCN1C(=O)C(C)C (configuration not stated)	24.5%	-2.4%
CC(=O)Nc1ccc(-c2ccnc3c2CC(C)(C(=O)Nc2cccc(OC(F)(F)F)c2)O3)cc1 (configuration not stated)	?	-6.8%
CN1CCC(N2CCN(C3CN(C4CCCCC4)S(=O)(=O)C3)CC2)CC1 (configuration not stated)	-1.0%	-0.6%
O=C(NC1CCN(Cc2ccccc2)CC1)c1[nH]c(C(F)(F)F)nc1-c1ccccc1	-4.0%&5.1%	-0.3%&-1.2%
Cc1cc(F)ccc1-c1cc(C(=O)Nc2ccccc2)[nH]n1	22.3%	-1.3%
CN1CCN(c2ccc(CNC(=O)C3Cc4c(-c5ccc(Cl)cc5)ccnc4O3)cc2)CC1 (configuration not stated)	-25.2%	-15.8%
CCOC(=O)C1(C)CCN1C(=O)c1ccoc1 (configuration not stated)	0.0%	0.6%
CNc1ncnc2c1ncn2[C@H]1CN(Cc2cccs2)C[C@@H](CO)O1	0.8%	-1.2%
CNc1cccc(-c2ccc(C(=O)N3CCOCC3)cc2)n1	?	2.1%
CN(C)c1cccc(NC(=O)C2(C)Cc3c(-c4cccnc4)ccnc3O2)c1 (configuration not stated)	-10.3%	-5.7%
CCCNC(=O)C1(C)CCCN(Cc2ccc(C(F)(F)F)cc2)C1 (configuration not stated)	-2.7%	-5.8%
CCOC(=O)C1=C[C@@H](CC)N(S(=O)(=O)c2ccc([N+](=O)[O-])cc2)[C@H]1c1ccccc1	-1.6%	-0.5%
COc1cc(-c2cnc3c(NC=O)cc(-c4ccc(N5CCN(C)CC5)cc4)cn23)cc(OC)c1OC	3.0%	?
COc1ccc(-c2nc3c4ccccc4ccn3c2Cc2ccccc2)cc1OC	?	-13.7%
NC(c1csc(Nc2ccc(C(F)(F)F)cn2)n1)C1CCCCC1 (configuration not stated)	?	1.2%
CCOC(=O)C1CCCN(C(=O)c2ccc(C(F)(F)F)nc2C)CC1 (configuration not stated)	-14.9%	-1.5%
OC[C@@H]1CN(Cc2ccccc2)C[C@H](n2cnc3c(N4CCCC4)ncnc32)O1	-7.9%	-7.6%
CC(=O)Nc1cncc(-c2ccccc2N(C)C)n1	0.4%	-2.8%
C[C@@H]1CCCCO[C@H](CN(C)C(=O)Nc2ccc(C(F)(F)F)cc2)[C@@H](C)CN([C@H](C)CO)C(=O)c2cc(NC(=O)Nc3ccc4c(c3)OCO4)ccc2O1	?	0.8%

Structures above printed as active in 12-LOX inh:
structure,12-LOX inh
CC(=O)Nc1cc(-c2ccc(CO)cc2)cn2c(-c3ccc(F)c(Cl)c3)cnc12,35.5µM*
Cc1ccc(S(=O)(=O)Nc2ccccc2NS(=O)(=O)c2ccc(C)cc2)cc1,7.94µM*
